LMPTP inh – blocks human LMPTP phosphatase; recombinant LMPTP-A, OMFP fluorogenic substrate, fluorescence intensity; inhibition, % at 20 µM; actives 0.22% (n = 360,000);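 active = compounds that cut the enzyme signal by at least half of the control window in the single-dose screen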;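 also: plate controls were DMSO wells with enzyme plus substrate for no effect and substrate without enzyme for full effect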
Target sequence (P24666 whole entry, looked up): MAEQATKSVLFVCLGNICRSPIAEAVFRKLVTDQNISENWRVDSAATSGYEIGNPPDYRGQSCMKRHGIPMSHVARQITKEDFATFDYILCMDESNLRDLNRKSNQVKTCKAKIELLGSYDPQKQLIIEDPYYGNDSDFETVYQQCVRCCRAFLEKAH
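Test system – LMPTP-A enzyme · Amount – LMPTP-A at 0.625 nM final in the reaction · Buffer or medium – Bis-Tris pH 6.0, DTT, detergent · Reagent – OMFP 400 µM · Doses – single 20 µM dose · Schedule – reaction 50 min, room temperature, dark · Detection – fluorescence intensity of OMFP turnover product · Evaluation – percent inhibition versus substrate-only and uninhibited controls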
Rpn11 block – Rpn11 (human) deubiquitinase inhibition. O00487. human 26S proteasome, Ub4-pepOG fluorescence polarization; 20S core pre-blocked with epoxomicin. calls only at 20 µM. actives 0.59% (n = 360,000);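 active = inhibition at 20 µM, scaled to each plate's controls, above about 33%, limit read from the data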
SUMO1-SIM PPI – modulators of human SUMO1-mediated protein-protein interactions; P63165; SUMO1 binding to a labelled peptide, TR-FRET, 1 h; inhibition, % at 20 µM; actives 0.33% (n = 360,000); AID 602429; in the data active = inhibition above about 37%
Target sequence (P63165 whole entry, looked up): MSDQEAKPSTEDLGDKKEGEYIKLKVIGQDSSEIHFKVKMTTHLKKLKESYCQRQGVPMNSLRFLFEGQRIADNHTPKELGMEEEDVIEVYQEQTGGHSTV
DNMT1 block – inhibitors of human DNMT1; P26358; DNMT1 molecular beacon, Hinp1I cleavage, fluorescence; inhibition (reported as % activation of signal), % at 10 µM; actives 0.83% (n = 360,000); AID 588458; in the data active = inhibition above about 50%
SKN-1 block – C. elegans SKN-1 inhibition; C. elegans VP596 Pgst-4::GFP/RFP ratio, acrylamide-induced, 24 h; inhibition, % at 21.8 µM; actives 0.49% (n = 360,000);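 active = interference check ratio from 0.5 to 1.5 plus GFP to RFP signal ratio inhibition reaching or exceeding a fixed threshold, cut at about 30% in these data, passing the limit was not always enough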; also: some compounds called inactive have numbers as strong as hits
NRP1-CendR mod – alters CendR peptide binding to human NRP-1; O14786; FAM-RPARPAR peptide binding to NRP-1, fluorescence polarization; inhibition, % at 25 µM; actives 0.85% (n = 360,000); AID 602438;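 active = inhibition or corrected inhibition above about 18%, plus a signal ratio from 0.5 to 1.5, limit read from the data, passing the limit was not always enough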; also: strong numbers were not always called active
MT1-MMP act inh – MT1-MMP (human) activation inhibition; actives 0.061% (n = 360,000); HT1080 RFP-PRO-GFP cells, GFP/RFP ratio fluorescence, overnight; percent of plate control window, DMSO zero; P50281; GFP/RFP ratio change, % at 20 µM;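 active = GFP/RFP ratio change of at least 30% with cell ATP level not reduced by more than half and red fluorescence within 50% of control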; also: strong numbers were not always called active
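system = RFP-PRO-GFP reporter HT1080 cells | dosing = 20 µM single dose, 1% DMSO | timing = overnight cell settling, then overnight compound exposure, 37 °C, 5% CO2 | read-out basis = GFP/RFP fluorescence ratio | controls = DMSO and RFP-L50D-GFP cell wells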
Scp1 inh – Scp-1 (human) phosphatase inhibition. Q9GZU7. Recombinant Scp1, phosphopeptide, malachite green phosphate absorbance. inhibition, % at 20 µM. actives 0.88% (n = 340,000). AID 493091;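 active = inhibition above about 50% at 20 µM, limit read from the data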;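 also: plate controls were DMSO wells with enzyme for no effect and wells lacking enzyme for full effect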
Target sequence (Q9GZU7 76-261 limits assumed): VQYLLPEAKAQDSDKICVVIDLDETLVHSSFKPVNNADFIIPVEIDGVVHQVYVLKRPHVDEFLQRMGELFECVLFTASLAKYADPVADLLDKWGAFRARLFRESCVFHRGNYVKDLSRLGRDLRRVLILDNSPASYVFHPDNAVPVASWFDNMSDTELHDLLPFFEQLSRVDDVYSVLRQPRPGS
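Incubation: 45 min enzyme reaction at room temperature / System: truncated SCP-1 phosphatase (76-261aa) / Reagent: Phospho 17-mer peptide substrate / Buffer or medium: Acidic Tris acetate buffer with magnesium and detergent / Signal: absorbance at 630 nm / Doses: one concentration, 20 µM, with 1.0% DMSO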
STEP block – inhibitors of human striatal-enriched phosphatase STEP; P54829; recombinant STEP, OMFP fluorogenic substrate, fluorescence; inhibition, % at 20 µM; actives 0.25% (n = 360,000);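 active = inhibition at 20 µM, scaled per plate between control wells, above about 37%, limit read from the data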;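 also: 0% = DMSO with enzyme and substrate and 100% = substrate only without enzyme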
Target sequence (P54829 whole entry, looked up): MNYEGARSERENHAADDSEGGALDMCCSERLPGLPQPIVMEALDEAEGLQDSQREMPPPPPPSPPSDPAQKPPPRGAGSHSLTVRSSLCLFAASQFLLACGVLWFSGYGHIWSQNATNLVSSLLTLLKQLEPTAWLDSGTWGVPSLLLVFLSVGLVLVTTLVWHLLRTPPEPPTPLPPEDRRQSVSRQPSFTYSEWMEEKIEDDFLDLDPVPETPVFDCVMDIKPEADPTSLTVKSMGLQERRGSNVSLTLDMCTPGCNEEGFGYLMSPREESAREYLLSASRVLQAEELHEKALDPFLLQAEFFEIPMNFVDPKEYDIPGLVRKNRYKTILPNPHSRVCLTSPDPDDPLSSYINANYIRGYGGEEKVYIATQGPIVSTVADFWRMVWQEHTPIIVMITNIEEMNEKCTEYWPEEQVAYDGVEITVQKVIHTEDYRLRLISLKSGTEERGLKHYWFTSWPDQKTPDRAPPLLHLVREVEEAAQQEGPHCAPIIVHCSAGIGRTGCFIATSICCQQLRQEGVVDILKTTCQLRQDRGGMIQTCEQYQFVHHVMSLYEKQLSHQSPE
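Assay system: isolated STEP enzyme. Buffer or medium: pH 6.0 Bis-Tris with DTT and Tween 20. Also added: fluorogenic phosphatase substrate OMFP at 25 µM final. Dosing: 20 µM, 1% DMSO. Timing: 20 min reaction, room temperature, in the dark. Measured by: fluorescence intensity, excitation 480 nm, emission 540 nm. Evaluation: normalized % inhibition.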
NadD inh – blocks S. aureus nicotinate mononucleotide adenylyltransferase; purified NadD enzyme, colorimetric absorbance read-out; inhibition, % at 20 µM; actives 0.78% (n = 360,000); in the data active = inhibition above about 26%; also: some compounds past the cut are filed as inactive
An asterisk follows results filed as active; i = inactive; . = not tested or not shown; + = active, no number.

SMILES	LMPTP inh	Rpn11 block	SUMO1-SIM PPI	DNMT1 block	SKN-1 block	NRP1-CendR mod	MT1-MMP act inh	Scp1 inh	STEP block	NadD inh
COc1ccccc1OCCCc1c(C)n[nH]c1C	-1.0	i	-1.2	1.5	-4.9	-5.3	-3.7	-5.6	-3.0	-3.8
CNc1ccc(C(=O)OCC(=O)NC(=O)NC2CCCCC2)cc1[N+](=O)[O-]	0.6	i	-2.4	6.7	-12.8	-6.2	1.3	-6.7	-2.4	0.7
O=C(/C=C/c1ccccc1Br)c1ccc2c(c1)OCO2	1.2	i	-13.2	5.7	1.1	-1.4	-2.2	-2.3	0.7	-7.5
CCCc1cc(=O)oc2c(C)c(OCC(=O)Nc3cccnc3)ccc12	0.2	i	2.6	1.1	2.1	10.0	1.0	-3.8	-1.0	-3.2
CC1CCCC(C)N1C(=O)COC(=O)c1cc(=O)[nH]c2ccccc12 (stereo not given)	-0.7	i	-36.5	-1.4	3.5	-4.1	-0.4	-6.7	-2.3	-1.3
COC(=O)c1cccc(Nc2ncnc3sccc23)c1	3.5	i	0.5	-1.7	17.9	-6.9	-3.5	-7.1	0.2	0.2
COc1cc(-c2noc(C)c2C(=O)NCCO)cc(OC)c1OC	-0.2	i	21.7	0.0	11.2	13.0	-2.0	0.6	-1.0	0.2
O=C(N/N=C/c1cc(Br)cc(Cl)c1O)c1ccc2c(c1)OCO2	74.4*	+	29.7	1.5	5.4	-33.2	-1.6	90.8*	99.1*	4.1
CCOCCn1c(COc2ccc(C)cc2)nc2ccccc21	0.4	i	1.4	2.3	-4.4	-1.6	4.1	-5.1	2.0	-3.3
COc1oc(-c2ccccc2)nc1C(F)(F)F	-1.3	i	1.7	2.8	3.0	16.3	1.2	-10.7	-4.4	4.3
CC(C)C(NC(=O)c1ccco1)C(=O)OCC(=O)c1ccccc1 (stereo not given)	0.0	i	2.1	0.4	16.2	5.8	-0.3	-2.2	0.1	-4.5
COc1cc(CC(=O)NNC(=O)c2cc(C)oc2C)cc(OC)c1OC	-0.4	i	-2.9	-2.4	6.0	4.5	0.5	-7.1	1.5	1.5
CCC(c1nnc(SCC(=O)Nc2ccc(C(N)=O)cc2)n1Cc1ccccc1)N(C)C (stereo not given)	0.3	i	-1.6	3.1	-0.8	9.4	0.6	0.9	1.5	4.5
COc1ccc(/C=C/C(=O)Nc2ccc(-c3nnc4n3CCCCC4)cc2)c(OC)c1	1.6	.	-10.6	-6.5	10.4	-11.9	4.3	5.0	0.9	4.5
CCCS(=O)(=O)NC(=O)C1(C)CCCN(C(=O)c2cccc(OC(F)(F)F)c2)C1 (stereo not given)	-2.2	i	-4.9	5.4	6.6	4.9	5.7	.	-1.3	-0.2

5 entries drawn at random from those above:
SMILES	LMPTP inh	Rpn11 block	SUMO1-SIM PPI	DNMT1 block	SKN-1 block	NRP1-CendR mod	MT1-MMP act inh	Scp1 inh	STEP block	NadD inh
CCC(c1nnc(SCC(=O)Nc2ccc(C(N)=O)cc2)n1Cc1ccccc1)N(C)C (stereo not given)	0.3	i	-1.6	3.1	-0.8	9.4	0.6	0.9	1.5	4.5
COc1cc(-c2noc(C)c2C(=O)NCCO)cc(OC)c1OC	-0.2	i	21.7	0.0	11.2	13.0	-2.0	0.6	-1.0	0.2
CC1CCCC(C)N1C(=O)COC(=O)c1cc(=O)[nH]c2ccccc12 (stereo not given)	-0.7	i	-36.5	-1.4	3.5	-4.1	-0.4	-6.7	-2.3	-1.3
CCOCCn1c(COc2ccc(C)cc2)nc2ccccc21	0.4	i	1.4	2.3	-4.4	-1.6	4.1	-5.1	2.0	-3.3
CCCc1cc(=O)oc2c(C)c(OCC(=O)Nc3cccnc3)ccc12	0.2	i	2.6	1.1	2.1	10.0	1.0	-3.8	-1.0	-3.2

Additional compounds follow.
SMILES	LMPTP inh	Rpn11 block	SUMO1-SIM PPI	DNMT1 block	SKN-1 block	NRP1-CendR mod	MT1-MMP act inh	Scp1 inh	STEP block	NadD inh
COc1ccc(S(=O)(=O)NCC2CCCN(Cc3cccc(C(C)=O)c3)C2)cc1 (stereo not given)	0.0	i	2.5	-1.5	-22.2	-4.3	-3.5	-3.1	1.2	-0.5
COC(=O)C1=C(SC)N(c2ccc(OC)cc2)C(c2ccccc2)CC1=O (stereo not given)	-1.6	i	-11.6	-3.7	-3.4	12.6	-1.2	-7.4	0.4	3.7
COC(=O)CCC(=O)OC1(C)C(=O)C=C2C=C(C3CC3)N(C3CCCCC3)C=C2C1=O (stereo not given)	1.6	i	-14.3	-10.8	13.0	17.0	-1.0	-3.5	0.5	-0.2
CCC(C)N1CCCC1C(=O)Nc1c(C)cc(C)cc1C (stereo not given)	0.2	i	-1.0	-0.3	7.4	8.0	-0.8	0.8	-1.5	3.4
C/C(=N\NC(=O)c1ccc(F)cc1)c1ccc(NC(=O)Cc2ccccc2)cc1	0.1	i	-0.2	1.9	8.5	-3.2	2.3	-2.4	-0.5	2.8
C[C@@H]1CN([C@H](C)CO)C(=O)CCCn2nncc2CO[C@@H]1CN(C)S(=O)(=O)c1ccc(F)cc1	-1.5	i	0.7	6.2	-3.9	4.3	0.8	.	0.3	0.6
O=C(NCCOc1cccc2cccnc12)c1cccs1	-2.8	i	-4.4	-1.0	4.7	7.9	3.8	-4.6	8.3	3.8
Cc1ccc(-c2csc(Cc3nc(-c4ccc5c(c4)CCC(=O)N5)cs3)n2)cc1	2.6	i	7.7	-18.2	2.4	-50.9	-2.9	0.7	0.9	32.8*
COc1cc(-c2nnc(COC(=O)c3ccc(C)o3)o2)cc(OC)c1OC	5.9	i	8.2	35.5	0.1	3.0	2.2	59.0*	13.3	-3.8
Cc1nn(Cc2ccc(Cl)c(Cl)c2)c(C)c1NC(=O)c1cn(-c2ccccc2)nc1-c1ccccc1	6.5	i	2.8	-7.6	-4.3	6.4	-10.0	9.1	-1.0	33.0*
COc1cc2oc(=O)cc(-c3ccc(-c4ccc(OC(F)(F)F)cc4)cc3)c2c(OC)c1OC	13.5	i	3.9	61.3*	15.1	-5.0	2.6	-8.0	2.8	3.6
C[C@@H]1C=C(C(=O)NC2CC2)O[C@H](OCc2ccc(CO)cc2)C1	-0.8	i	0.0	-1.6	1.9	7.2	0.9	-5.6	1.6	-0.7
O=C(c1cc(F)ccc1F)C1CCCN(C(=O)c2ccc(F)cc2Cl)C1 (stereo not given)	-0.6	i	3.4	0.2	-2.3	5.4	0.1	-10.6	-1.4	-4.7
COc1ccc(C(=O)NCC(c2cccnc2)N2CCN(c3ccc(F)cc3)CC2)cc1OC (stereo not given)	-2.9	i	0.3	-3.9	2.2	6.4	0.2	-9.2	-1.7	-3.2
CC[C@@H]1C(c2ccccc2)=NN(c2ccccc2)[C@H]1C(=O)N1CCOC1=O	2.2	i	-3.5	-4.5	3.8	-22.2	0.9	-10.9	-3.1	1.2
COC(=O)C1=C(O)/C(=C\c2ccc(OCC(=O)Nc3ccc(OC)cc3)cc2)N=C1C	-1.4	i	-12.9	-3.9	-11.3	-4.2	-0.7	-6.9	2.7	8.4
Cc1ccc(C(=O)NC(C)c2ccc(C)c(C)c2)s1 (stereo not given)	0.4	i	1.2	-0.2	-5.9	10.2	-0.7	-16.9	2.1	5.1
CCCCCN(C(=O)CCC(=O)OCC(=O)N1CCCCC1CC)c1c(N)n(CCCC)c(=O)[nH]c1=O (stereo not given)	-1.3	i	-0.9	1.1	6.1	6.0	-4.8	-15.2	-4.1	4.3
O=S(=O)(c1ccc(S(=O)(=O)N(Cc2ccccc2)Cc2ccco2)cc1)N1CCCC1	-1.1	i	1.2	17.1	3.6	-5.9	4.9	-0.3	-2.0	0.5
CCOC(=O)c1c(NC(=O)c2c(C(=O)O)cccc2[N+](=O)[O-])sc(C)c1C	-0.4	i	-4.3	-0.3	9.8	5.8	-8.2	0.4	-0.3	-1.1
Cc1cc(NC(=O)NC(=O)c2ccccc2F)no1	-1.2	i	5.9	3.7	6.4	-4.0	1.0	-6.1	-0.2	-5.0
C[C@H](O)[C@@H]1C(=O)N2CCc3ccc(N4CCOCC4)cc3[C@@H]2C[C@@H]1N(C)C(=O)Nc1ccccc1	-1.7	i	-2.9	0.8	2.0	-7.1	3.4	-8.3	-0.9	1.4
CC(C(=O)NCCc1nc2ccccc2[nH]1)n1cc([N+](=O)[O-])cn1 (stereo not given)	-1.5	i	-5.7	-1.3	10.4	4.6	2.4	-6.5	-3.8	-11.7
CC1CCN(c2ccc(NC(=O)c3ccc(Br)o3)cc2)CC1	1.3	i	6.7	1.2	6.3	5.6	5.5	-9.6	2.7	-0.5
COc1ccc(C2NN=C(c3c[nH]c4ccccc34)C2O)cc1 (stereo not given)	1.5	+	3.0	-28.4	11.6	-104.4	-7.9	-4.4	1.1	5.3
CCOC(=O)Cc1cc(=O)n2[nH]c(C)c(-c3ccccc3)c2n1	-1.2	i	2.5	3.0	-16.0	-4.0	24.7	3.5	-0.7	6.4
CCN1C(=O)c2ccc(C(=O)Nc3cccc(C(=O)O)c3)cc2C1=O	-0.1	i	-28.9	0.3	-0.1	8.5	0.3	-9.1	-0.4	-1.9
CC(=O)Nc1ccc(S(=O)(=O)N2CCCC2C(=O)O)cc1 (stereo not given)	-0.9	i	-1.8	11.8	10.1	-0.7	3.2	-3.0	-0.5	2.5
Cc1ccc(S(=O)(=O)/N=C2\C=C(NS(=O)(=O)c3ccccc3)C(=O)c3ccccc32)cc1	2.3	i	10.1	3.7	9.1	64.7*	13.4	-15.2	-3.9	13.3
COc1cccc(C(=O)OCCCN(C)C)c1	-1.6	i	0.9	0.6	8.8	11.1	0.9	-4.6	-0.8	6.1
CCS(=O)(=O)N1N=C(c2cccc(NS(C)(=O)=O)c2)CC1c1ccc(C)cc1 (stereo not given)	-2.0	.	-1.9	-4.1	66.0	133.6	-32.8	-10.8	-4.5	14.7
Cc1cc(=O)n2ncnc2n1COCCO	0.6	i	3.0	1.7	-5.9	21.9	-5.3	2.6	2.4	1.8
C[C@@H]1CN([C@@H](C)CO)C(=O)c2c(c3ccccc3n2C)-c2ccccc2CO[C@H]1CN(C)C(=O)[C@H](C)c1ccccc1	-1.3	i	3.2	-6.9	-18.2	3.5	-4.4	.	-0.9	-1.7
CN(C)CCCNC(=O)C1(O)c2cc(Br)ccc2NC(=O)N1c1ccc(Cl)cc1 (stereo not given)	-4.9	i	1.4	-0.8	0.6	6.6	2.3	-9.1	-3.0	-4.0
CC(C)(C)NC(=O)C(OC(=O)Cn1nnc(-c2ccc(F)cc2)n1)c1ccncc1 (stereo not given)	-0.7	i	-1.4	1.5	8.4	-0.6	-5.0	-7.2	1.2	3.4
O=C(c1cc(Cl)ccc1Cl)N1CCc2ccccc21	0.0	i	8.4	5.8	-4.6	10.7	-1.4	-12.1	-0.9	-6.0
